# RAD52 anneal inh: RAD52 (human) annealing inhibition | actives 0.46% (n = 360,000) | AID 651710 | recombinant RAD52 DNA annealing, FRET fluorescence | inhibition, % at 18.7 µM | P43351;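 active = every replicate showing at least 50% inhibition; inconclusive = mean inhibition at least 50% but not in every replicate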
# Target sequence (P43351 whole entry, looked up): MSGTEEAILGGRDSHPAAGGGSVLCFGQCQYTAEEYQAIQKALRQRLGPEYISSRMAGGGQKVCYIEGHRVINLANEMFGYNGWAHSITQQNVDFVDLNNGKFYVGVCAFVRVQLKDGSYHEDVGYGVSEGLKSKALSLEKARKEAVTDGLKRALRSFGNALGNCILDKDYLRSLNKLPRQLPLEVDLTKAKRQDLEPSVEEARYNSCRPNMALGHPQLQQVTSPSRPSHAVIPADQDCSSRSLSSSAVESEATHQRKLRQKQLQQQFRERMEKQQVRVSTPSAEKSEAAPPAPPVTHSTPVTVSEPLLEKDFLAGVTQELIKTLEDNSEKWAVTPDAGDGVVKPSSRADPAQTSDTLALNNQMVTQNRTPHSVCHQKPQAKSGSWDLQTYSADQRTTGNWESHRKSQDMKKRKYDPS
# ERAP1 inh: blocks human ERAP1 aminopeptidase activity | Q9NZ08 | recombinant ERAP1, Leu-AMC fluorescence, 60 min | inhibition, % at 10.7 µM | actives 0.15% (n = 340,000) | AID 652197;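 active = mean replicate inhibition of at least 30%, or all replicates individually reaching that 30% level; inactive = mean below 30% and not every replicate reaching it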;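 also: 0% = neutral control wells and 100% = L-leucinethiol positive control wells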
# E-sel inducer: induces E-selectin expression in human endothelial cells; HUVEC E-selectin immunofluorescence imaging; normalized: neutral wells 0, TNF-alpha wells 100; activation, % at 7.58 µM; actives 0.37% (n = 260,000); AID 686992;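 active = mean E-selectin-positive cell signal at least 10% of the positive control, reached in at least 60% of replicates, without over 20% cell loss; inconclusive = no rule given, readout overlaps actives, possibly toxicity-flagged; inactive = the rest, including those meeting only one limit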;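 also: in these data hits start at about 27%; measured in HUVEC primary endothelial cells; signal is the percent of cells scored E-selectin positive by PE staining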
# Target sequence (P16581 whole entry, looked up): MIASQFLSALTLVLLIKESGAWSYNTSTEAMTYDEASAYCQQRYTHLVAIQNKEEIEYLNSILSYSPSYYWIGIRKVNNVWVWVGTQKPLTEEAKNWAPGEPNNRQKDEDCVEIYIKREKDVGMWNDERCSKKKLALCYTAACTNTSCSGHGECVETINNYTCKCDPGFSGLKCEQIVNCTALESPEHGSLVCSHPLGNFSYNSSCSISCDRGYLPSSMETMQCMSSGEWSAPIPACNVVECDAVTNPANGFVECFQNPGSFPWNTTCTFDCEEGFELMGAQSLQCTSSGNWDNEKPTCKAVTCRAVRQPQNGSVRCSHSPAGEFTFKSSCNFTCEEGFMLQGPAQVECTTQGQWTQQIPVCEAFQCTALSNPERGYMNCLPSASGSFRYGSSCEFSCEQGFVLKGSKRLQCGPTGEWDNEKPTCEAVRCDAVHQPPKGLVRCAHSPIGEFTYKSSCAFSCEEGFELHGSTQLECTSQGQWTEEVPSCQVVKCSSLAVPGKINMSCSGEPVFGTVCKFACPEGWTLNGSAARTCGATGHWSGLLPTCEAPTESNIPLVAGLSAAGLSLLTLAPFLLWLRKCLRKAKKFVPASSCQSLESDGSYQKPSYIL
#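 Material: HUVEC primary endothelial cells; Amount: 3,000 cells per well; Dosing: single concentration; Medium: EGM-2 growth medium on 0.1% gelatin-coated wells; Read-out basis: percent E-selectin-positive cells; Signal: immunofluorescence imaging; Control set: TNF-alpha, DMSO.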
# An asterisk follows results filed as active; ? = inconclusive. Some of the compounds tested; the hit share may differ from the screen's.
SMILES,RAD52 anneal inh,ERAP1 inh,E-sel inducer
COC(=O)[C@]12C[C@H](CC(=O)NCc3cccc4ccccc34)C(=O)N(CCC3=CCCCC3)C1=C[C@H](COCc1ccccc1)O[C@@H]2C,-15.8,1.3,-0.1
C[N+]1(CC(=O)NNc2c3ccccc3nc3ccccc23)CCOCC1,101.0*,6.4,-0.7
CC12CCC(=O)N1C(C(=O)NNC(=O)c1ccccc1)CS2 (stereo not drawn),5.1,-1.1,-0.3
CCc1nnc(NC(=O)c2ccc(-c3ccccc3F)o2)s1,3.4,4.2,-1.0
COc1ccc(C(=O)COC(=O)C2CCCN2C(=O)C23CC4CC(CC(C4)C2)C3)cc1 (stereo not drawn),-6.4,-2.0,0.4
CCCC[C@@H]1CNC(=O)C(=O)N1CCCC,-8.5,1.2,-0.1
Cc1ccc([N+](=O)[O-])c(OCCCN2CCCCCC2)c1,11.5,3.8,0.1
Cc1ccc2c(c1)-n1c(nc3ccc(Cl)cc3c1=O)C(CC(C)C)NC2=O (stereo not drawn),-12.6,1.4,-0.2
Cc1ccc(CN2C(=O)CCC2(C)c2nnnn2-c2ccc3c(c2)OCCO3)cc1 (stereo not drawn),-7.7,3.6,0.0
CCCCn1nnnc1C1(C)CCC(=O)N1CCc1c[nH]c2ccccc12 (stereo not drawn),-9.1,8.7,-0.2
CN(CC(=O)Nc1cccc(F)c1)C(=O)c1ccccc1Cc1ccccc1,2.9,0.0,-0.4
O=C(CSc1ccc(-c2ccccn2)nn1)N1CCCCC1,-20.7,0.2,-0.2
CN1CCC(NC(=S)NC2CC2)CC1,-1.3,-0.1,-0.9
CCN1CCN(C(=S)NC(CC(=O)c2ccccc2)c2ccccc2)CC1 (stereo not drawn),-6.0,-0.5,0.1
CCOCCCNC(=O)CCC(=O)NNc1nc2ccccc2c2nc(-c3ccccc3)nn12,0.6,-1.1,2.4
CCN(CC)C(=O)c1ncn2c1C(=O)NC[C@H]2C,-5.1,-4.2,0.0
O=C(C[C@H]1CC[C@@H]2[C@H](COC[C@@H](O)CN2CC2CCCC2)O1)NCC1CC1,1.6,3.0,0.1
Cc1ccc2nc(SCC(=O)NCc3cccs3)[nH]c2c1,-34.3,0.1,0.2
COCCN=C1Sc2ccccc2[C@@H]2C[C@H]3[C@H](CON3C)CN12,-0.7,4.6,-0.1
CN(C)S(=O)(=O)c1ccc(Cl)c(NC(=O)COC(=O)[C@@H]2CCCN2C(=O)c2cccs2)c1,-13.4,1.1,0.8
CC(=O)Nc1ccc(OCCOc2ccc(/C=C3\C(=N)N4N=C(C(C)C)SC4=NC3=O)cc2)cc1,-27.1,1.7,?
Cc1ccc(S(=O)(=O)N2[C@@H](CO)CO[C@H]2CC(=O)c2ccc(F)cc2)cc1,-9.2,0.9,0.1
CC(C)C[C@@H]1COc2cc(NCCCN3CCOCC3)ccc2S(=O)(=O)N1,-6.6,-1.7,0.3
Cc1ccc(C(=O)Nc2ccccc2C(=O)NCc2ccco2)cc1,-23.8,0.0,0.0
Cc1cccc(C)c1NC(=O)C1(C)CSCC(=O)N1CCC(C)C (stereo not drawn),2.8,0.7,4.7

# Some of these compounds in order of number of heavy atoms, lowest first:
SMILES,RAD52 anneal inh,ERAP1 inh,E-sel inducer
CN1CCC(NC(=S)NC2CC2)CC1,-1.3,-0.1,-0.9
CC(C)C[C@@H]1COc2cc(NCCCN3CCOCC3)ccc2S(=O)(=O)N1,-6.6,-1.7,0.3
CCOCCCNC(=O)CCC(=O)NNc1nc2ccccc2c2nc(-c3ccccc3)nn12,0.6,-1.1,2.4

# Remaining list, next part:
SMILES,RAD52 anneal inh,ERAP1 inh,E-sel inducer
COC(=O)c1[nH]c2cc(OC)ccc2c1N=CN(C)C,0.0,3.1,12.0
CN1CCN(CC(=O)NN2CC(=O)N(c3ccc(F)cc3)CC2=O)CC1,-3.1,2.4,-0.6
O=C(C[n+]1ccc(/C=N/O)cc1)NC1CCCCC1,-17.0,-0.5,-7.9
COc1ccc(NC(=O)C(c2cc3ccccc3o2)n2c(=O)c(-c3cc4ccccc4[nH]3)nc3ccccc32)cc1 (stereo not drawn),-15.4,-2.1,0.2
CCCN1[C@H](CO)[C@H](c2ccc(C#Cc3ccccc3)cc2)[C@@H]1CNC1CCCC1,13.7,0.4,?
Cc1ccc(N2C(=O)N(CC(=O)Nc3cccc(C)c3C)C(=O)C2C)cc1 (stereo not drawn),-8.9,-0.6,-0.3
CCOc1ccc(S(=O)(=O)NC(Cc2cnc[nH]2)C(=O)O)cc1 (stereo not drawn),-6.6,2.3,0.0
Cc1cc(C)c2c(c1)[C@@H]1C=CC[C@@H]1[C@H](c1ccc(S(=O)(=O)N3CCOCC3)cc1)N2,-16.9,-2.3,2.1
CCN1C(=O)/C(=C/c2ccc(C)o2)N(C)C1=S,-28.0,5.8,0.3
COc1ccc(/C=C/C(=O)OCC(=O)Nc2ccc(N3CCOCC3)cc2)cc1,2.1,2.0,6.8
COc1ccc(NC(=O)C(c2ccccc2)c2ccccc2)cn1,-7.3,-0.6,0.6
COC(=O)CC1C(=O)NCCN1C(=O)CSc1nc2ccc([N+](=O)[O-])cc2s1 (stereo not drawn),-22.9,5.0,-0.3
COc1cccc(NC(=O)/C=C/c2ccccc2[N+](=O)[O-])c1,-0.4,-1.8,2.6
COc1ccc(/C=N/NC(=S)Nc2cccc(C(=O)O)c2)cc1OC,-25.1,-1.1,-0.5
C=CCNc1cccc2c1S(=O)(=O)N[C@@H](C)CO2,-0.7,-6.0,-0.2
COc1cc(Nc2cc(C)n(-c3cc(OC)cc(OC)c3)c(=O)c2)cc(OC)c1,-90.1,-3.8,-0.1
CC1=C(C(=O)OCc2ccccc2)C(c2ccccc2OS(=O)(=O)c2ccc(C)cc2)NC(=O)N1CCCC(=O)O (stereo not drawn),-6.9,0.6,-0.2
O=C(Nc1ccccc1C(=O)Nc1nccs1)c1ccccc1,-25.2,0.6,0.3
CC(C)c1cc(C(=O)OCC(=O)NC(=O)NCc2ccco2)c(O)c(C(C)C)c1,-17.3,-1.9,0.5
COc1cc(NC(=O)COC(=O)CSc2ccccc2F)c(C)cc1[N+](=O)[O-],-8.8,-2.9,0.0
Cc1ccc(NS(=O)(=O)c2ccc(NC(=O)c3cccs3)cc2)c(C)c1,15.5,-5.3,-0.4
Cc1cccc(-n2nc3c(c2NC(=O)c2ccco2)CS(=O)(=O)C3)c1C,-0.1,-0.5,-1.8
CCOC(=O)C1=C(C(=O)OCC)C2N(Cc3ccc(C(F)(F)F)cc3)c3ccccc3[C@@]23C[C@@H](C(=O)OC)N(S(=O)(=O)c2ccccc2C)C3=N1 (stereo partly drawn),3.4,-2.8,-0.2
O=C(O)/C=C/C(=O)NCCC1=CCCCC1,-7.9,-2.3,-0.1
O=C(CNC(=O)c1ccco1)N/N=C/c1cccs1,-6.6,7.8,0.6
SMILES,RAD52 anneal inh,ERAP1 inh,E-sel inducer
CCOc1ccc(NS(=O)(=O)c2cccc(C(=O)NCC3(N(C)C)CCCCC3)c2)cc1,-0.1,-7.7,-0.2
COc1ccccc1NC(NC(=O)c1cccnc1)C(Cl)(Cl)Cl (stereo not drawn),-4.9,-17.3,1.1
Cc1ccc(CS(=O)Cc2ccc(C(=O)N3CCN(c4cccc(C)c4C)CC3)o2)cc1 (stereo not drawn),-17.9,-1.2,0.0
COC(=O)[C@]12C[C@H](CC(=O)NCCCN3CCCC3=O)C(=O)N(CCC3=CCCCC3)C1=C[C@H](COCc1ccccc1)O[C@@H]2C,-0.1,2.7,0.0
CC(=O)Nc1ccc(SC[C@H](c2ccccc2)N2CCN(CCc3ccccc3)CCC2=O)cc1,-21.9,-2.6,-0.7
CCCCc1ccc(NC(=O)CSc2nc(=O)n3cc(C)ccc3n2)cc1,-16.7,2.9,-1.3
CC(C)(C)c1n[nH]c2c1CCCC2,-4.2,-3.5,7.3
CCOc1cc(C(=O)OC(C(=O)NC(=O)NC)c2ccccc2)ccc1OCC(=O)N1CCOCC1 (stereo not drawn),-5.7,-1.0,-0.1
Nc1c([N+](=O)[O-])cc(-c2cnc[nH]2)cc1[N+](=O)[O-],3.3,-1.2,1.2
COC(=O)[C@@]12C[C@@H](CC(=O)N3CCN(C(=O)C4CC4)CC3)C(=O)N(Cc3ccccc3)C1=CCC(C)(C)C2,4.5,-7.6,0.7
O=C(NC1CCCC1)N1CC2(C1)[C@@H](c1ccccc1)[C@@H](CO)N2CC1CC1,3.1,-0.7,0.1
CC(C)C(C)NC(=O)CN1C(=O)NC2(CCCc3ccccc32)C1=O (stereo not drawn),-5.1,-0.4,0.8
CCC1(CC)NC(=O)N(CC(=O)Nc2ccc(S(=O)(=O)N3CCOCC3)cc2)C1=O,-5.5,-14.4,-1.8
COc1cccc(C(C(=O)NCc2ccccc2)N2CCN(c3cccc(C)c3C)CC2)c1OC (stereo not drawn),-7.9,-1.3,-0.4
COc1ccc(-c2nn(-c3ccccc3)cc2/C=N/Nc2ccc(Cl)c(C(=O)O)c2)cc1OC,-15.0,6.0,5.3
CC(C)NC(=O)CN1CCN(C(=O)CCl)CC1,-15.8,0.5,-0.3
CCOc1ccc(C2/C(=C(\O)c3ccc4c(c3)OCCO4)C(=O)C(=O)N2Cc2cccnc2)cc1OCC (stereo not drawn),-0.9,0.0,0.1
CCOC(=O)N1CCN(C(=O)/C(=C\c2cccs2)NC(=O)c2cccs2)CC1,11.4,-2.9,-0.5
COC(=O)c1ccc2nc(-c3ccc(C#N)cc3)c(Cc3ccsc3)n2c1,-38.2,-1.3,0.1
COc1ccc(NC2=C(C(C)=O)C(c3ccc(N(C)C)cc3)C(C(C)=O)C(C)(O)C2)cc1 (stereo not drawn),-14.7,-0.5,0.2
CCCN1C(=O)c2n[nH]c(C)c2C1c1ccc(Br)cc1 (stereo not drawn),0.1,5.6,-0.2
COc1ccc(-c2nc3ccc([N+](=O)[O-])cc3[nH]2)cc1,-9.7,0.4,-1.7
Cc1cc(Br)ccc1NC(=S)Nc1cccc([N+](=O)[O-])c1,-0.4,10.0,0.2
COc1ccc2c3c([nH]c2c1)[C@H](CO)N(C(=O)C1CCC1)CC31CN(Cc2nccs2)C1,-6.5,-1.3,-0.1
O=C1C(c2ccccc2)CN1Cc1ccccc1 (stereo not drawn),2.4,-0.4,-0.2

# Record cards (already shown). Order of values: RAD52 anneal inh, ERAP1 inh, E-sel inducer
# `COc1ccc(-c2nn(-c3ccccc3)cc2/C=N/Nc2ccc(Cl)c(C(=O)O)c2)cc1OC` is entered as -15.0, 6.0, 5.3
# `CC(C)NC(=O)CN1CCN(C(=O)CCl)CC1` is entered as -15.8, 0.5, -0.3
# `Cc1ccc(CS(=O)Cc2ccc(C(=O)N3CCN(c4cccc(C)c4C)CC3)o2)cc1` (stereo not drawn) is entered as -17.9, -1.2, 0.0
# `CC(C)C(C)NC(=O)CN1C(=O)NC2(CCCc3ccccc32)C1=O` (stereo not drawn) is entered as -5.1, -0.4, 0.8
# `O=C(NC1CCCC1)N1CC2(C1)[C@@H](c1ccccc1)[C@@H](CO)N2CC1CC1` is entered as 3.1, -0.7, 0.1

# Later entries.
SMILES,RAD52 anneal inh,ERAP1 inh,E-sel inducer
COC(=O)c1cc2c(c3c4cc(OC)ccc4n(S(=O)(=O)c4ccc(OC)cc4)c13)C(=O)N(Cc1ccccc1)C2,-31.2,-2.0,-0.3
CCn1c(O)c(N=NC(=O)CNc2ccc(C)cc2)c2ccccc21,-13.2,9.2,2.8
CCOc1cc(/C=C(\CC(=O)O)c2nc3ccccc3s2)ccc1OC,-37.7,3.4,3.3
CCOc1ccc(NC(=S)Nc2cc(OC)c(Cl)cc2OC)cc1,-4.4,-3.7,0.3
COc1ccc(-c2[nH]c(-c3ccc(SC)cc3)nc2SCC(=O)Nc2nccs2)cc1,-2.3,1.2,0.2
COc1ccccc1OCCNC(=O)C1CC(=O)N(c2ccc3c(c2)OCCO3)C1 (stereo not drawn),-8.0,1.4,-0.1
COC(=O)c1cc(NC(=O)c2nn(C)c(=O)c3ccccc23)cc(C(=O)OC)c1,-5.2,-3.2,0.0
COc1ccc(OC)c2c1CCC1(C2)NC(=O)NC1=O (stereo not drawn),-3.4,-5.5,-0.1
O=S(=O)(c1ccc(Cl)cc1)N1CCC(n2cccc2)CC1,-4.3,2.7,-0.1
C#CCNC(=O)C[C@@H]1C[C@@]2(C(=O)OC)CCCCC=C2N(CCC2=CCCCC2)C1=O,-5.7,1.2,0.3
CC1OC(CCc2cccc(Cl)c2)Cc2[nH][nH]c(=O)c21 (stereo not drawn),-5.9,-0.9,0.7
Cc1ccc(S(=O)(=O)N2CCOCC2)cc1C(=O)OCC(=O)N1CCCC1=O,-8.1,2.0,-0.1
CC(=O)Nc1ccc(CNC(=O)C[N+]2(C)CCOCC2)cc1,-5.3,0.7,5.4
O=C(Nc1ccc(F)cc1)C(c1cc2ccccc2o1)N1CCN(CC(=O)N2CCCC2)CC1 (stereo not drawn),-8.7,-2.4,-0.2
COC(=O)[C@@H](NC(=O)NC1CCCCC1C)C(C)C (stereo partly drawn),-7.2,10.7,-0.2
CC(C)(C)OC(=O)N1CCC2CCN(S(C)(=O)=O)CC21 (stereo not drawn),-46.6,-1.5,2.1
COc1ccc2c3c([nH]c2c1)[C@H](CO)N(CC1CCOCC1)CC31CN(C(=O)C2CCOCC2)C1,-77.9,3.9,0.7

# Source: PubChem BioAssay (Broad Institute)
